# SIAE inh – human SIAE inhibitors, primary screen, biochemical, fluorescence polarization, FP-Rh probe, 1536-well HTS; Sialate O-acetylesterase (Homo sapiens), Q9HAT2; SIAE FP-Rh probe binding; inhibition, % at 9.66 µM; 370,000 tested, 0.69% active; AID 1053197, 2014;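 active = inhibition above a cutoff: mean of compounds within the control limits plus 3 SD of those, cut at about 17% in these data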;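 note: 0% = plate median of compound wells and 100% = probe without SIAE protein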
# mABHD4 FP – ABHD4 inhibitors, primary screen, biochemical, fluorescence polarization, mouse; (Lyso)-N-acylphosphatidylethanolamine lipase (Mus musculus), Q8VD66; purified mABHD4, FP-Rh probe fluorescence polarization; inhibition, % at 8.92 µM; 370,000 tested, 0.54% active; AID 720543, 2013;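 active = inhibition exceeding the mean over every tested compound plus 3 SD, cut at about 30% in these data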;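 note: 0% = plate median of compound wells and 100% = S159A mutant with DMSO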
#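 Test system: mABHD4 protein; Read-out basis: % inhibition; Incubation: 45 min + 60 min at 25 °C; Repeats: single replicate; Technique: fluorescence polarization with parallel and perpendicular emission, 525/598 nm; Compound: 8.92 µM, single dose; Benchmarks: full inhibition S159A mutant plus DMSO, zero as sample-well median.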
# PG9 binder – binders of HIV-1 gp120 antibody PG9, primary screen, biochemical, TR-FRET; HIV-1 gp120 / PG9 antibody interaction; 360,000 tested, 0.43% active; TR-FRET gp120-PG9 antibody binding; inhibition, % at 6.7 µM; in the data active = inhibition above about 8.5%
# NR1D1 modulator – modulators of Rev-erb alpha DNA binding, primary screen, biochemical, FITC-DNA, fluorescence polarization, uHTS. Nuclear receptor subfamily 1 group D member 1 (Homo sapiens), P20393. Rev-erbα–FITC-DNA binding, 90 min. activity, % at 10 µM. 370,000 tested, 0.79% active;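 active = activity above about 14%, limit read from the data; passing the limit was not always enough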;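 note: 0% = DMSO wells with 35 nM protein and 100% = DMSO wells with 750 nM protein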
# Target sequence (P20393 whole entry, looked up): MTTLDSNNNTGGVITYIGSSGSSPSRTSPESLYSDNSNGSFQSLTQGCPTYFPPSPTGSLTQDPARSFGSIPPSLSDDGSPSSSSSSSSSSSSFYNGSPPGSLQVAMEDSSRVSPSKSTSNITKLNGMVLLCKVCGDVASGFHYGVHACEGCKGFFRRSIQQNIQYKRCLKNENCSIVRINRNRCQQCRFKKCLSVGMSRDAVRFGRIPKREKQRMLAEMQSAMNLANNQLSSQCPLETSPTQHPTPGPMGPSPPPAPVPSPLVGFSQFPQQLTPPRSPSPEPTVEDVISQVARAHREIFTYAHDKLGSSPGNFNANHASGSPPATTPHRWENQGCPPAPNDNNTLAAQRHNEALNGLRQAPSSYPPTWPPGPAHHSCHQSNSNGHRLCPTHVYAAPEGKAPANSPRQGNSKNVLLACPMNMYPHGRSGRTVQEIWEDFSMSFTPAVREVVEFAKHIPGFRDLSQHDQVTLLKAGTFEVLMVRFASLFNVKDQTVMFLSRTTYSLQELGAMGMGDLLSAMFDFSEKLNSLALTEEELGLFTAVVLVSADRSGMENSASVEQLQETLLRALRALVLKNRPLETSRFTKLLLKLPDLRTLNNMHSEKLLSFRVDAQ
# LEDGF integ inh – blockers of LEDGF/p75-dependent integrase strand transfer – biochemical, TR-FRET, high throughput, primary screen; AID 743269, 2014; TR-FRET IN-LEDGF/p75 DNA integration, Eu/Cy5; inhibition, % at 3.7 µM; 370,000 tested, 0.64% active; HIV-1 integrase (with human LEDGF/p75);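 active = inhibition above the screen-wide mean plus 3 SD, cut at about 13% in these data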;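 note: signal is the Cy5 over europium emission ratio at 671 and 618 nm; 0% = plate median of compound wells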
# TCR CD3 inh – inhibitors of human TCR-CD3 interaction, primary screen, biochemical, fluorescence, TAMRA-labeled TCR probe; T-cell receptor (TCR); inhibition, % at 9.4 µM; 360,000 tested, 0.37% active; AID 651800, 2012; in the data active = inhibition above about 19%;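 note: recombinant mutant TCR 2C K166C tagged with TAMRA read by polarization; 0% = receptor in buffer alone and 100% = receptor with positive control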
# rCAG binder – binders of r(CAG) RNA repeats, primary screen, biochemical, fluorescence | r(CAG) RNA repeat, TO-PRO-1 dye displacement fluorescence | inhibition, % at 3 µM | 370,000 tested, 1.3% active | AID 651821, 2012;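 active = inhibition above the plate cutoff, the mean of all test compounds on that plate plus 3 SD, cut at about 35% in these data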;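 note: 0% = DMSO alone and 100% = 100 µM mitoxantrone as full dye displacement; higher means more dye released from RNA so lower well fluorescence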
# TDP2 absorb – human TDP2 enzyme inhibitors, primary screen, biochemical, epi absorbance, recombinant enzyme; T5PNP hydrolysis, p-nitrophenol absorbance 415 nm; 370,000 tested, 0.34% active; AID 720702, 2013; inhibition, % at 12.8 µM;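 active = inhibition above the mean of all tested compounds plus 3 SD, set per campaign, cut at about 25% in these data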;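 note: 0% = DMSO with enzyme and 100% = buffer with substrate but no TDP2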
#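 Assay system: recombinant human TDP2 / Reagent: T5PNP substrate at 5 mM, a TopII-DNA adduct mimic / Measured by: epi absorbance from released p-nitrophenol / Evaluation: % inhibition relative to enzyme-containing and enzyme-free wells / Control set: enzyme-free and DMSO wells / Replicates: each compound tested once, singlicate / Schedule: enzyme reaction with compound for 2 h at 37 °C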
# PRMT1 inh – PRMT1 methyltransferase inhibitors, primary screen, biochemical, fluorescence polarization; inhibition, % at 2.79 µM; Protein arginine N-methyltransferase 1 (Homo sapiens), Q99873; 370,000 tested, 1.3% active; recombinant PRMT1, activity-based probe fluorescence polarization;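 active = inhibition above about 21% made by adding two undisclosed values, limit read from the data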
# Target sequence (Q99873 whole entry, looked up): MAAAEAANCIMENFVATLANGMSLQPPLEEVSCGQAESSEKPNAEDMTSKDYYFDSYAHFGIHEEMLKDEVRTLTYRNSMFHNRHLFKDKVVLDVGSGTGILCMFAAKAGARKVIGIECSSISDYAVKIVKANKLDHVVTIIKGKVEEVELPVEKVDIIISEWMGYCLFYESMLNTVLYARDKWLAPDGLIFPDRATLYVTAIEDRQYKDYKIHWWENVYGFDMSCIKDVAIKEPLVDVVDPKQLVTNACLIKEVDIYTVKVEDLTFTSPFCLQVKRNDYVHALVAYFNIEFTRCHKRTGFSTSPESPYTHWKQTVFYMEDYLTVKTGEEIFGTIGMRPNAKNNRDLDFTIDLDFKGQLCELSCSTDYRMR
# HTRA1 inh – HTRA1 serine protease inhibitors, primary screen, biochemical, fluorescence polarization, HTS; 340,000 tested, 0.5% active; recombinant HTRA1, FP-rhodamine activity-based probe; inhibition, % at 5.96 µM; Q92743; AID 504803, 2011; in the data active = inhibition above about 36%;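 note: 0% = enzyme with DMSO and 100% = wells lacking enzyme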
# An asterisk follows results filed as active; · = not tested or not shown.
SMILES,SIAE inh,mABHD4 FP,PG9 binder,NR1D1 modulator,LEDGF integ inh,TCR CD3 inh,rCAG binder,TDP2 absorb,PRMT1 inh,HTRA1 inh
Cc1cc(NC(=O)COc2cc(F)cc(F)c2)n(-c2ccccc2)n1,6,-5,·,1,-1,·,1,-3,1,·
CCC(C)(C)NC(=O)C(c1ccc(C)o1)N(Cc1ccc2c(c1)OCO2)C(=O)c1snc(C(N)=O)c1N (stereo not given),1,-1,4.5,2,-2,-2,1,-11,-4,9
COc1ccc(CCNC(=O)Cn2cnc3scc(-c4ccccc4)c3c2=O)cc1OC,1,-1,-2.9,-8,0,-4,1,-7,0,4
CCOc1ccc(N(C)S(=O)(=O)c2ccc3[nH]cc(C(=O)NCCCOC)c(=O)c3c2)cc1,3,-3,-1.8,-4,1,0,8,5,-1,0
COC(=O)c1sc(S(=O)(=O)N2CC(C)OC(C)C2)c(C(=O)OC)c1C (stereo not given),-3,2,0.7,-5,5,1,-1,11,-4,5
O=c1[nH]c(N2CCc3ccccc32)nc2c1CCCC2,-1,11,-0.1,-1,2,-3,-3,3,-1,-2
COC(=O)c1cc(S(=O)(=O)N2CCCCC2)c[nH]1,3,-4,-0.2,3,3,-1,0,9,-2,10
O=C(Nc1cccc(NC(=O)c2cccs2)c1)c1ccc(Br)o1,-17,-12,1.2,13,-2,0,6,-8,3,-32
C/C(O)=c1/ccc2cccc3nc(C)nc1c23,10,24,-1.7,-20,7,8,11,0,18,16
O=c1[nH]cnc2scc(-c3ccc(Br)cc3)c12,8,2,-2.1,2,1,3,2,9,-1,-12
O=C(N=C1SC2CS(=O)(=O)CC2N1Cc1ccccc1)C1CCCO1 (stereo not given),-3,-6,0.1,1,-9,7,1,-16,4,-2
CCNc1nc(OC)nc(Oc2ccc(C(=O)OC)cc2)n1,-1,-5,2.0,1,0,-5,-1,3,-1,4
Cc1cc(C)n2nc(SC3CCCCN(C(=O)c4ccc(F)cc4)C3=O)nc2n1 (stereo not given),11,3,-3.0,2,2,3,0,-15,0,7
CCOC(=O)c1c2c([nH]c(=S)c1C#N)CCCC2,7,8,-0.5,2,3,-3,9,-1,3,4
Cc1cccc(-n2c(=O)[nH]c3c(C(N)=O)nc(CC(C)C)nc32)c1,-2,0,4.7,6,-1,3,1,5,0,-3
O=C(NCc1cccs1)C1CCCN(c2ncccn2)C1 (stereo not given),-11,1,-0.9,-5,-2,-5,-4,8,0,-4
COCCN(C(=O)COC(=O)CCC(=O)c1cccs1)c1c(N)n(Cc2ccccc2)c(=O)[nH]c1=O,1,-3,1.3,-3,-4,-9,-5,-13,9,1
CN1CCN(S(=O)(=O)c2cccc3nsnc23)CC1,12,-2,1.6,-3,-1,3,-2,0,4,0
CCn1cc(C(=O)NCC(OC)OC)c(=O)c2cc(S(=O)(=O)N3CCC(C)CC3)ccc21,1,5,0.0,0,-2,0,-3,13,-5,3
CC1CCN(C(=O)Cn2nnc(-c3ccccc3)n2)CC1,0,3,-2.1,6,3,1,-5,-6,1,9
Cc1ccc(S(=O)(=O)N2CCN(Cc3ccccc3)CC2)c(C)c1N(C)S(=O)(=O)c1ccccc1,-4,-3,-0.9,3,-3,-3,8,1,1,-20
O=C(N/N=C/c1cc(Cl)c(O)c(Cl)c1)c1cc2c(ccc3ccccc32)o1,55*,29,0.2,-6,1,12,86*,13,4,46*
O=C(c1ccc(F)cc1)N1CCN(C2CC3CCC2C3)CC1 (stereo not given),0,-3,-0.2,-6,0,4,-2,8,-1,-2
COc1ccccc1NC(=O)c1cc(Cl)nnc1Cl,1,0,-0.4,3,4,3,-1,5,1,-3
CC(C)/C=C/CN1CCCC(N2CCN(c3cccc(Cl)c3)CC2)C1 (stereo not given),-1,9,-0.8,0,-3,1,-5,-13,2,2
O=C(CSc1ccc(F)cc1)Nc1cccc(S(=O)(=O)N2CCOCC2)c1,0,-2,-0.5,-1,6,6,7,12,-2,0
Cc1nc(SCC(O)CO)c([N+](=O)[O-])[nH]1 (stereo not given),3,2,-0.6,1,0,6,2,-1,2,13
O=S(=O)(c1ccc2c(c1)OCCO2)N1CCN(Cc2ccc3c(c2)OCO3)CC1,1,1,-0.4,5,1,-2,-3,9,1,-1
O=C(Cc1ccc(Cl)cc1)Nc1ncccn1,-3,-8,1.5,0,-2,-6,4,-9,7,0
COc1ccc(NS(=O)(=O)c2ccc3oc(SCc4ccc(F)cc4)nc3c2)cc1,-76,-59,-2.8,-5,-4,0,15,4,-2,-62
Cc1cc(CNC(=O)COc2ccc(F)cc2)c2ccccc2n1,7,2,-0.1,-4,0,0,-1,0,1,2
CO/N=C(\C(=O)O)c1csc(NN=C(C)C)n1,-2,6,-0.9,2,7,2,9,-11,17,2
Cc1ccc(Cn2c(CN3CCOCC3)nc3c2c(=O)n(C)c(=O)n3C)cc1,3,1,-0.2,1,1,-1,-4,-7,-1,-3
COc1cc(OC)cc(C(=O)Nc2nnc(SCC(=O)NCc3ccco3)s2)c1,-8,2,-2.5,-2,2,0,9,-4,-2,-1
Cc1c(/C=N\NC(=O)c2cc3ccccc3o2)c2ccccc2n1C,4,8,-1.8,1,-4,1,11,5,3,-14
Cc1ccc(S(=O)(=O)N2CCN(C(C)C)CC2)cc1,-3,1,-0.1,2,3,3,-1,3,0,·
O=C(Oc1ccc2ccc(=O)oc2c1)c1ccco1,4,8,-1.5,-6,1,5,-1,8,-2,2
CCC1CCCCN1C(=O)C(=O)c1cn(CC(=O)N(CC)CC)c2ccccc12 (stereo not given),-4,-2,-1.2,1,1,7,-6,-7,-2,-3
CC(=O)Nc1cccc(NC(=O)CSc2nc(=O)n3cccc(C)c3n2)c1,-2,3,-0.3,-5,4,-4,1,1,-4,3
Cc1ccc(CN2C(=O)CSCC2(C)C(=O)Nc2c(C)cccc2C)cc1 (stereo not given),-2,1,-0.8,-2,6,-1,5,0,-2,·
CN(CC(=O)Nc1cccc(F)c1)C(=O)COc1ccc2c(c1)CCC2,0,-1,-0.7,-7,5,8,0,1,-2,-8
CCCCn1c(N)c(N(CCOC)C(=O)CSCC(=O)Nc2cccc(C)c2)c(=O)[nH]c1=O,4,1,1.5,2,0,4,0,-3,3,-5
Cc1ccc(C(=O)Nc2ccccc2C(=O)N2CCCCC2C)cc1 (stereo not given),4,5,-0.2,3,0,8,-5,6,-4,5
C=CCn1c(SCc2nc3ccccc3c(=O)[nH]2)nnc1-c1cc2cc(Cl)ccc2o1,-8,2,-1.2,26*,-1,3,1,-2,-1,2
CC(C)N(C(=O)COC(=O)c1cccnc1Cl)c1ccccc1,2,-3,-2.3,1,-6,-2,-1,0,2,7

# Reformatted with tabs: part of the list above.
SMILES	SIAE inh	mABHD4 FP	PG9 binder	NR1D1 modulator	LEDGF integ inh	TCR CD3 inh	rCAG binder	TDP2 absorb	PRMT1 inh	HTRA1 inh
CO/N=C(\C(=O)O)c1csc(NN=C(C)C)n1	-2	6	-0.9	2	7	2	9	-11	17	2
Cc1ccc(Cn2c(CN3CCOCC3)nc3c2c(=O)n(C)c(=O)n3C)cc1	3	1	-0.2	1	1	-1	-4	-7	-1	-3
COc1cc(OC)cc(C(=O)Nc2nnc(SCC(=O)NCc3ccco3)s2)c1	-8	2	-2.5	-2	2	0	9	-4	-2	-1

# The listing continues.
SMILES,SIAE inh,mABHD4 FP,PG9 binder,NR1D1 modulator,LEDGF integ inh,TCR CD3 inh,rCAG binder,TDP2 absorb,PRMT1 inh,HTRA1 inh
Cc1cccc(Cc2nnc(CCC(=O)N(C)CCc3ccccc3)o2)c1,10,4,-1.0,-2,0,-3,-7,13,-2,-6
CCn1c(COc2ccc(=O)n(-c3ccccc3)n2)nnc1SCc1ccc(OC)cc1,2,-8,-0.9,1,1,5,-8,10,-1,-8
O=C(COc1ccc(Cl)cc1Cl)NCCCn1ccnc1,-5,-4,0.7,-9,4,-2,3,5,-3,-19
Cc1ccc(S(=O)(=O)N2CCOCC2)cc1NC(=O)COC(=O)c1cc(=O)c2ccccc2o1,14,6,0.3,-6,0,6,-2,10,2,-4
Cc1cc2nc(CCN(Cc3cccnc3)C(=S)Nc3ccc(F)cc3)[nH]c2cc1C,-3,-9,1.9,-2,1,6,0,-11,-2,-1
CCCN1CCN(S(=O)(=O)c2ccc3c(c2)CC(C)N3C(=O)C2CC2)CC1 (stereo not given),-6,-5,-3.2,-4,-7,-11,-6,-8,6,4
COc1cc(OC)cc(C(=O)N[C@H](C(=O)OCC(=O)Nc2ccc(OC)c(OC)c2)C(C)C)c1,3,-1,-2.2,3,6,-1,-7,-3,-2,-4
CC(C)(C)OC(=O)NCCC(=O)N/N=C/c1cccc2nccnc12,-1,-1,-3.3,1,-1,-9,-4,-2,-1,-3
CC(C)c1ccc(NC(=O)CN(Cc2ccccc2)S(C)(=O)=O)cc1,1,-6,-0.7,1,3,8,-7,-1,1,-3
O=C(NCc1ccccn1)C1CCN(S(=O)(=O)c2ccc(Br)cc2)CC1,4,1,-2.5,2,2,-11,-4,11,-1,-12
O=C(Nc1cccc(S(=O)(=O)NC2=NCCCCC2)c1)c1cc(-c2ccccc2)nc2ccccc12,-32,0,0.6,2,-2,0,5,-5,1,-2
O=C1OCCOC2CCCc3oc(C4=CCCCC4)c1c32 (stereo not given),1,2,-2.0,0,-2,5,5,2,-1,·
COC(=O)c1ccccc1S(=O)(=O)NNC(=O)c1nn(C)c(=O)c2ccccc12,5,2,0.5,-3,-3,-5,1,11,-1,-11
COc1ccc(C(C)=O)cc1CN1C(=O)C(C)ON=C1c1cccc(C(F)(F)F)c1 (stereo not given),-3,0,-1.9,-5,-2,-5,-4,-1,3,·
NC(=O)c1ccsc1NC(=O)CSc1ccccc1F,-4,-3,1.9,3,1,4,-1,-2,0,-3
Nc1nc(SCC(=O)Nc2cc(C(F)(F)F)ccc2Cl)[nH]c(=O)c1NC(=O)c1ccco1,5,-3,-1.4,1,2,3,5,18,0,-1
NC(=O)COC(=O)c1ccccc1SCC(=O)NC1CCCCCCC1,-3,-4,-0.4,6,-5,-6,-1,-3,8,-1
CCN(CC)CCCNC(=O)c1cn(C)c2ccc(S(=O)(=O)N(C)C)cc2c1=O,10,2,0.2,0,6,0,3,5,3,4

# These rows are one share of the data; count on the stated rates, not on these rows.
